# Screening data as filed in PubChem BioAssay.
# L3MBTL1 inh – inhibitors of human L3MBTL1; Q9Y468; AlphaScreen L3MBTL1–H3K9me1 peptide binding; Potency, µM (doses to about 57.1 µM), for inactives: at the top dose activity, negative = inhibition, most hits filed as inhibitors; 0.66% of 230,000 active; AID 485360; note: % is set by controls: 0 for no effect and ±100 for the full control effect; nearly all actives have a fitted effect of over 60% in size
# Target sequence (Q9Y468 whole entry, looked up): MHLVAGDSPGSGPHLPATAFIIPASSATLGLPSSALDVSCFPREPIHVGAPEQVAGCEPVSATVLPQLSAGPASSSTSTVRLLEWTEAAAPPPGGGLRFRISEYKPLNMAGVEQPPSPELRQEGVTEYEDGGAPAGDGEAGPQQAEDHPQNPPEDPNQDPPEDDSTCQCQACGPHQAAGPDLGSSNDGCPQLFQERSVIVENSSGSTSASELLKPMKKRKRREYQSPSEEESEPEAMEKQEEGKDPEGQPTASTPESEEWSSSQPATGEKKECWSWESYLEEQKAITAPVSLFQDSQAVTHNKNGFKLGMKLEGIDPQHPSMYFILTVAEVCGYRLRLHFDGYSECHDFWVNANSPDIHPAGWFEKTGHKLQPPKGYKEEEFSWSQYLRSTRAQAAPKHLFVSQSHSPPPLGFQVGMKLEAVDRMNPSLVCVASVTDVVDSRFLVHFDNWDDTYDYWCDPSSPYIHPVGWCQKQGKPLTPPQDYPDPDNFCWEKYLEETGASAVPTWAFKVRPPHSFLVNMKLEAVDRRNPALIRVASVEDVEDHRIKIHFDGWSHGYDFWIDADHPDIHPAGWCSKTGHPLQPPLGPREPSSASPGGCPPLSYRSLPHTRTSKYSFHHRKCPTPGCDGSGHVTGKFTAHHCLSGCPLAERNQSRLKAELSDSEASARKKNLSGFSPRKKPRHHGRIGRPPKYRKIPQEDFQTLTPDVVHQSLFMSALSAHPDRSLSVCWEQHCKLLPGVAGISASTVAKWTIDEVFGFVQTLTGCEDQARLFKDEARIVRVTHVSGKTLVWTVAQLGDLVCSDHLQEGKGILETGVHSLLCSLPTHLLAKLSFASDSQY
#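 L3MBTL1 (50 nM) pre-complexed 30 min with biotinylated H3(1-15)K9me1 peptide (75 nM), then compounds added for 30 min at room temperature; AlphaScreen streptavidin donor/nickel chelate acceptor beads (10 ug/mL final) read after 30 min dark incubation.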
# SMN2 splice enh – SMN2 splice variant enhancement. HEK293 SMN2-luciferase splicing reporter, luminescence, 30-36 h. Potency, µM (titrated, usually from 46.1 µM), without a hit: top-dose activity change, positive = activation, hits mostly activators. 2.8% of 210,000 active; note: % of control where 0% means no effect; nearly all actives have a fitted effect of over 55% in size
#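 HEK293 cells carry an SMN2 […]–luciferase reporter in which exon 7 inclusion puts luciferase in frame. Cells were plated 10-12 h before compound addition, then incubated 30-36 h at 37C. ONE-Glo luminescence was read; sodium butyrate at 4.5 mM final served as control.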
# KDM4E inh – JMJD2E (human) inhibition | JMJD2E catalytic domain, FDH-coupled NADH fluorescence (FDH is formaldehyde dehydrogenase) | Potency, µM (series often up to 57.1 µM), for the others: top-dose activity change, negative = inhibition, actives largely listed as inhibitors | 1.6% of 230,000 active | AID 2147; active = well fitted inhibition curve with a large enough effect, not every such curve was filed as active; inconclusive = small, poorly fitted or top-dose-only effect, or another doubt; inactive = no such curve, though single readings can be large or run the other way;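 note: 0% = wells with enzyme and -100% = buffer wells without enzyme; nearly all actives have a fitted effect of over 50% in size; many of its hits are not listed in these tables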
# Tau ThT inhib – inhibitors of human tau fibril formation, thioflavin T binding. P10636. recombinant tau K18 P301L (four-repeat tau fragment), heparin-induced fibrillization, ThT fluorescence. Potency, µM (doses to about 57.4 µM), inactives show top-dose activity, negative = inhibition, usual class: inhibitors. 2.1% of 270,000 active; note: % is set by controls: 0 for no effect and ±100 for the full control effect; nearly all actives have a fitted effect of over 55% in size
# Target sequence (P10636 561-689 P618L limits assumed): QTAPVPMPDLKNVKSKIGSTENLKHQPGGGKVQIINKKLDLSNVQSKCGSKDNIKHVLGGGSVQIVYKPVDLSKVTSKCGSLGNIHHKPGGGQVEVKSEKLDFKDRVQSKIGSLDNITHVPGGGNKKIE
#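 In this qHTS, human K18 P301L tau is incubated with compound and heparin for 6 hr at 37 C, and Thioflavin T fluorescence then reports fibril load.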
# Lamin A splicing – LMNA splicing modulation. HeLa LMNA splicing GFP/RFP minigene ratio, 48 h. Potency, µM (series often up to 46.1 µM), for inactives: at the highest dose ratio change, negative = inhibition, hits mostly inhibitors. 0.01% of 200,000 active. AID 1487; active = well fitted inhibition curve with a large enough effect in the signal ratio, with a control signal flat, not every such curve was filed as active; inconclusive = small, poorly fitted or top-dose-only effect, or effect the other way, or a change in a side signal; the % refers to the signal ratio; note: % is set by controls: 0 for no effect and ±100 for the full control effect
#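 S3 HeLa stable clones carrying a lamin A-EGFP splicing minigene plus DsRed2 were seeded at 600 cells/well in Opti-MEM with 2% FBS, pin-dosed and incubated 48 h at 37°C. Acumen cytometry (488 nm) gave the GFP/RFP total-intensity ratio.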
# RECQ1 inh – RECQ1 (human) helicase inhibition; 0.54% of 240,000 active; RECQ1 DNA unwinding, red fluorescence kinetic read; Potency, µM (highest dose often 57.3 µM), inactives show at the top dose activity, negative = inhibition, most hits filed as inhibitors; AID 2549;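 note: plate controls were vehicle for no effect and no enzyme for full effect; nearly all actives have a fitted effect of over 30% in size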
#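 50 nM RECQ1T1 preincubated 15 min with compound in Tris pH 8.0 buffer with MgCl2, DTT, Tween-20 and 2.5 ug/ml poly(dI-dC); started with 200 nM TAMRA/BHQ-2 forked duplex and 2 mM ATP. Unwinding read as fluorescence (525/598 nm), two reads 2 h apart.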
# ALDH1A1 inh – ALDH1A1 (human) enzyme inhibition. P00352. Potency, µM (doses to about 75.3 µM), for the others: top-dose activity, negative = inhibition, hits mostly inhibitors. 7.3% of 220,000 active. Purified ALDH1A1, NADH fluorescence, propionaldehyde substrate; active = well fitted inhibition curve with a large enough effect, not every such curve was filed as active; inconclusive = small, poorly fitted or top-dose-only effect, or another doubt; inactive = no such curve, though single readings can be large or run the other way;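 note: plate controls were no enzyme wells and a reference inhibitor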
# Luc counter – Kinase-Glo luciferase inhibition (counter-screen); 0.28% of 200,000 active; Potency, µM (series often up to 38.3 µM), for the others: top-dose activity change, negative = inhibition, most hits filed as inhibitors; Kinase-Glo luciferase, ATP luminescence, 8 min; Q27757; note: % is set by controls: 0 for no effect and ±100 for the full control effect; nearly all actives have a fitted effect of over 60% in size
#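 Light output from Kinase-Glo luciferase with luciferin and 10 uM ATP in 50 mM imidazole pH 7.2, KCl, MgCl2, Tween 20, BSA; compound pin-delivered, 8-min ambient incubation, then luminescence read.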
# * = called active by the depositor; i = inactive; ? = inconclusive; . = not tested or not shown; & = joins results of further samples; [ ] = dose if it differs, or a comment. Unless noted, calls come from the whole dose curve; as a rule, active = well fitted curve in the direction sought with a large enough effect; inconclusive = small, poorly fitted or top-dose-only effect, or another doubt; inactive = no such curve, though single readings can be large; an effect the other way counts as inactive or inconclusive. Potency is the fitted concentration of half-maximal effect. These rows are one share of the data; the hit share may differ from the screen's.
# Start of the data: the first ten entries as a preview:
SMILES,L3MBTL1 inh,SMN2 splice enh,KDM4E inh,Tau ThT inhib,Lamin A splicing,RECQ1 inh,ALDH1A1 inh,Luc counter
NC(=O)Nc1cccc(C(F)(F)F)c1,3%,-6%,8%,7%,6%,-10%,9%,-5%
CC1=C(/C=C/c2ccccc2)CCN(C)C1,-7%,-8%,1%,-1%,2%,-2%,11µM*,-2%
CC1CN=C(NCc2ccc(F)cc2)S1 (centres undefined),-9%,-32%[inhibitor],2%,2%,.,i,0%,0%
CCN(CC)C(=O)Oc1ccc2cc(Br)ccc2c1,36%[activator],2%,6%,-14%,?,-13%,3%,-2%
C=CCSc1nc2c(c(-c3ccsc3)c1C#N)CN(C)CC2,-14%,.,?,14µM*,.,-1%,.,.
CCOc1nc(NC(C)C)nc(N2CC3CC(C2)c2cccc(=O)n2C3)n1 (centres undefined),.,4%,-14%,-5%,.,1%,16%,-2%
CCCC12CN3CCN(C1)CC(CCC)(C3)C2=O,-2%,.,-7%,-7%,.,-4%,.,.
COC(=O)c1cncn1C(C)c1ccccc1 (centres undefined),-5%[11.4 µM],-2%,-4%,-5%,9%,-4%,4%,-5%
CC(C)[C@]12O[C@H]1[C@@H]1O[C@]13[C@]1(O[C@H]1C[C@H]1C4=C(CC[C@@]13C)C(=O)OC4)[C@@H]2O,.,.,2%,1%&-7%,?,-8%,-1%,.
C=CCO[C@@H](Cn1ccnc1)c1ccc(Cl)cc1Cl,.,0%[20.6 µM],-1%[25.5 µM],.,?,i,10%[20.9 µM],-1%[17.1 µM]

# Results, repeating the preview:
SMILES,L3MBTL1 inh,SMN2 splice enh,KDM4E inh,Tau ThT inhib,Lamin A splicing,RECQ1 inh,ALDH1A1 inh,Luc counter
NC(=O)Nc1cccc(C(F)(F)F)c1,3%,-6%,8%,7%,6%,-10%,9%,-5%
CC1=C(/C=C/c2ccccc2)CCN(C)C1,-7%,-8%,1%,-1%,2%,-2%,11µM*,-2%
CC1CN=C(NCc2ccc(F)cc2)S1 (centres undefined),-9%,-32%[inhibitor],2%,2%,.,i,0%,0%
CCN(CC)C(=O)Oc1ccc2cc(Br)ccc2c1,36%[activator],2%,6%,-14%,?,-13%,3%,-2%
C=CCSc1nc2c(c(-c3ccsc3)c1C#N)CN(C)CC2,-14%,.,?,14µM*,.,-1%,.,.
CCOc1nc(NC(C)C)nc(N2CC3CC(C2)c2cccc(=O)n2C3)n1 (centres undefined),.,4%,-14%,-5%,.,1%,16%,-2%
CCCC12CN3CCN(C1)CC(CCC)(C3)C2=O,-2%,.,-7%,-7%,.,-4%,.,.
COC(=O)c1cncn1C(C)c1ccccc1 (centres undefined),-5%[11.4 µM],-2%,-4%,-5%,9%,-4%,4%,-5%
CC(C)[C@]12O[C@H]1[C@@H]1O[C@]13[C@]1(O[C@H]1C[C@H]1C4=C(CC[C@@]13C)C(=O)OC4)[C@@H]2O,.,.,2%,1%&-7%,?,-8%,-1%,.
C=CCO[C@@H](Cn1ccnc1)c1ccc(Cl)cc1Cl,.,0%[20.6 µM],-1%[25.5 µM],.,?,i,10%[20.9 µM],-1%[17.1 µM]
NC1(c2ccccc2Cl)CCCCC1=O (centres undefined),.,.,.,-5%,.,6%,5%,-2%[39.9 µM]
O=C1NC(=O)C2(Cc3ccccc3N3CCCC32)C(=O)N1 (centres undefined),.,-4%,?,-23%,-2%,-16%,?,3%
O=C(NCCO)c1nsnc1NCCCl,19%,-1%,-1%,-16%,.,i,?,1%
c1cc(C2N3CCCN2CC3)ccn1 (centres undefined),.,-1%[9.22 µM],-10%,11%,.,6%,2%[13.5 µM],-3%[7.66 µM]
CN1CCc2nc(N)c(C#N)c(-c3ccccc3)c2C1,4%,1%,?,?,-7%,-1%,?,3%
CC[C@H](C)C(=O)O[C@@H]1[C@H](O)[C@@H]2[C@H](CN3C[C@@H](C)CC[C@@H]3[C@@]2(C)O)[C@@H]2C[C@@]34O[C@@]5(O)[C@@H](OC(=O)[C@](C)(O)CC)CC[C@@]3(C)[C@H]5[C@H](OC(C)=O)[C@@H](OC(C)=O)[C@H]4[C@]12O,.,6%[20.6 µM],1%[25.5 µM],.,-8%,-2%[25.9 µM],10%[20.9 µM],-6%[17.1 µM]
O=C1/C(=C\c2ccc3c(c2)OCO3)N2CCC1CC2,-14%,-16%,6%,-14%,?,-15%,?,2%
Cc1ccc(S(=O)(=O)N2CN3CCN(C3)C2)cc1,1%,-9%,18%,-4%,-2%,i,12%,2%
COc1ccc(OC)c(-n2c(O)c(C=Nc3c(C)n(C)n(-c4ccccc4)c3=O)c(=O)[nH]c2=O)c1,-1%,9%,-2%,3%,-4%,1%,-3%,-7%
CC(=O)OCC(=O)[C@H]1CC[C@H]2[C@@H]3CC=C4C[C@@H](O)CC[C@]4(C)[C@H]3CC[C@]12C,4%,-29%,?,-12%,-5%,10%,3%,5%
C[C@H]1C2Cc3ccc(O)cc3[C@]1(C)CCN2CC1CC1,.,-6%,8%,-6%,-13%,6%,6%,-1%
O=C(c1ccc2c(c1)OCO2)C1CCCN(CC2CCCCC2)C1 (centres undefined),-2%,.,?,3%,.,i,1%,.
c1ccc(C2CC3CC(c4ccco4)N2O3)cc1 (centres undefined),-6%,-7%,-4%,-15%,2%,3%,-12%,3%
O=c1c2ccccc2nc(/C=C/c2ccc3c(c2)OCO3)n1-c1cccc(O)c1,5%,-29%,?,-1%,?,-6%,?,-2%
COC(=O)COc1cc(C)cc2oc(=O)c3c(c12)CCCC3,-10%,-7%,?,-7%,-5%,1%,?,0%
Cc1cc2c(s1)NC(=O)CN=C2c1cccs1,.,23%,-2%,1%,15%,0%,?,3%
CCc1ccccc1NC(=O)CSc1nnc([C@@H](N)Cc2c[nH]c3ccccc23)o1,-2%,-7%,9%,-12%,13%,i,?,0%
O=C1CC2OCC=C3CN4CC[C@@]56c7ccccc7N1C5C2C3CC46 (some centres undefined),.,-1%,-1%,-2%,.,-9%,10%,1%
N[C@@H](CCP(=O)(O)O)C(=O)O,.,-26%[9.22 µM],-1%,-9%,.,6%,-8%[13.5 µM],-3%[7.66 µM]
COc1ccc(C)cc1NC(=O)N1CCC2(CC1)OCCO2,2%,.,7%,-13%,.,-7%,-14%,.
Cc1ccccc1CS(=O)(=O)Cc1ccc(C(=O)N2CCC3(CC2)OCCO3)o1,3%,-10%,1%,3%,1%[0.0737 µM],i,-2%,-3%
O=C(CCN1C(=O)COc2ccccc21)N1CCC2(CC1)OCCO2,-2%,9%,6%,-12%,-1%,i,4%,6%
C=C(C)c1ccccc1,6%,-10%,.,.,.,-9%,7%,.
COC(=O)CCc1nc2c(C#N)c(-c3ccc(Cl)cc3)ccn2n1,25%,-3%,?,?,?,0%,?,-2%
O=C(CN1C(=O)S/C(=C\C=C\c2ccccc2)C1=O)Nc1ccccc1C(=O)O,-12%,.,-11%,?,.,-13%,.,.
NCCc1cccc(O)c1,.,-5%,.,7%&4%,.,-1%,4%&-10%,.
C=CCc1cc(OC)c2c(c1OC)OCO2,.,-3%,2%,-6%,-6%,-14%,-4%,0%
COC1=CC(=O)O[C@@H](/C=C/c2ccccc2)C1,0%,-15%,.,.,.,2%,13µM*,.
CCOP(=O)(OCC)C(O)c1ccccc1 (centres undefined),7%,.,-3%,5%,.,0%,.,.
CCc1c(C)nc(N)nc1N1N=C1SCCOc1ccccc1,9%,-3%,2%,6%,.,i,?,0%
O=C(Nc1ccccc1)N1CC[C@@]2(CCCN(C(=O)Oc3ccccc3)C2)C1,.,-2%,.,.,.,i,0%,-3%
CC(C)(C)c1csc(NC(=O)Nc2ccccc2)n1,-18%,7.9µM*,-1%,-1%,1%[9.22 µM],-10%,?,-3%
O=C1/C(=C/c2ccc(F)cc2)Oc2cc(OC(=O)N3CCOCC3)ccc21,?,.,2%,-3%,?,-11%,-14%,.
O=C1OC(=O)C2C1[C@@H]1CC[C@H]2O1 (some centres undefined),4%,-41%[inhibitor],-7%,-14%,?,-11%,-4%,-4%
CCN1C(=O)N(CC)C(=O)C2(Cc3ccccc3N3CCN(c4ccccc4)CC32)C1=O (centres undefined),-12%,.,-21%,?,.,-4%,.,.
COC(=O)C(O)(c1ccc(NC(=O)NC2CCCCC2)cc1)C(F)(F)F (centres undefined),10%,?,-2%,6%,-11%,i,1%,1%
O=C1Nc2ccc(Cl)cc2C(c2ccccc2Cl)=NC1O (centres undefined),.,.,.,-7%,?,i,13%,-2%[39.9 µM]
COc1ccccc1N1C(=O)NC(=O)/C(=C\c2cnn(-c3ccccc3)c2)C1=O,-14%,6%,-17%,?,-14%[46 µM],-3%,8.9µM*,-5%
CCN1C[C@@]2(COC)C3[C@@H](OC)[C@H]4C1[C@@]3(C1C[C@]3(O)C(OC)[C@H](O)[C@@]4(OC(C)=O)C1[C@H]3OC(=O)c1ccccc1)[C@H](OC)C[C@H]2O (some centres undefined),.,.,.,-5%,.,i,7%,-5%[39.9 µM]
Cc1cc(NC(=O)C(Cl)(Cl)Cl)no1,9%,.,-5%,-7%,.,-3%,11%,.
CC(C)CN(CC(C)C)C(=O)C1C2c3ccccc3C(c3ccccc32)C1C(=O)O (centres undefined),27%,.,2%,-13%,.,-14%,1%,0%
CCOC(=O)C(=CNc1ccc(C(O)(C(=O)OCC)C(F)(F)F)cc1C)C(=O)OCC (centres undefined),2%,-28%,?,-10%,?,-14%,9%,-2%
CCCCN1C2CCC1CC(OC(c1ccc(F)cc1)c1ccc(F)cc1)C2 (centres undefined),.,-36%[inhibitor],6%,-17%,?,-6%,4%,-2%
NC(CO)Cc1ccccc1 (centres undefined),.,12%,-11%,4%,.,i,-2%,-8%
